Screening results as filed in PubChem.
IDH1 R132H inh: qHTS for Inhibitors of mutant isocitrate dehydrogenase 1 (IDH1): qHTS; Isocitrate dehydrogenase [NADP] cytoplasmic (Homo sapiens), O75874; IDH1-R132H enzyme, NADPH consumption, diaphorase/resazurin fluorescence; Potency, µM (doses to about 76.6 µM), for inactives: top-dose activity change, negative = inhibition, actives largely listed as inhibitors; 390,000 compounds, 0.093% hits; AID 602179, 2012; note: potency is the fitted concentration of half-maximal effect; % is set by controls: 0 for no effect and ±100 for the full control effect; nearly all actives have a fitted effect of over 65% in size
Target sequence (O75874 whole entry R132H, stated change not applied): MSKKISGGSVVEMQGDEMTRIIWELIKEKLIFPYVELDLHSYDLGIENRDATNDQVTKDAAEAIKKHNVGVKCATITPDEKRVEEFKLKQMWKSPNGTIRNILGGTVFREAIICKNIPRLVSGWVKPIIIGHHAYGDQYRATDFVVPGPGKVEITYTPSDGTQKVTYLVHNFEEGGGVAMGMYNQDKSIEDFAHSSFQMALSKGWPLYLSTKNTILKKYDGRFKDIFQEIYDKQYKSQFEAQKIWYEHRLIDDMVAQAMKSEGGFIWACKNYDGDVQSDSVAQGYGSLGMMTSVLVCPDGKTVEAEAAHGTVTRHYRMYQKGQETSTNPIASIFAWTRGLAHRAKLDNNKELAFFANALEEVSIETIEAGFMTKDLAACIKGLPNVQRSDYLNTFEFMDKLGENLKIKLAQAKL
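IDH1-R132H (0.5 ug/mL) preincubated 30 min with compound, then NADPH (0.016 mM) and alpha-KG (2 mM) added; 80 min at RT, pH 7.5. Remaining NADPH coupled via diaphorase/resazurin to fluorescence (540/590 nm); concentration-response curves normalized to no-enzyme control.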
rTrxR1 inhibitor: qHTS Assay for Inhibitors of Mammalian Selenoprotein Thioredoxin Reductase 1 (TrxR1): qHTS | Thioredoxin reductase 1, cytoplasmic (Rattus norvegicus), O89049 | recombinant rTrxR1, NADPH fluorescence consumption, selenite substrate | Potency, µM (doses to about 114 µM), for the others: at the highest dose activity change, negative = inhibition, usual class: inhibitors | 390,000 compounds, 1% hits | AID 588453, 2011; note: potency is the fitted concentration of half-maximal effect; % is set by controls: 0 for no effect and ±100 for the full control effect; nearly all actives have a fitted effect of over 65% in size
Target sequence (O89049 whole entry, looked up): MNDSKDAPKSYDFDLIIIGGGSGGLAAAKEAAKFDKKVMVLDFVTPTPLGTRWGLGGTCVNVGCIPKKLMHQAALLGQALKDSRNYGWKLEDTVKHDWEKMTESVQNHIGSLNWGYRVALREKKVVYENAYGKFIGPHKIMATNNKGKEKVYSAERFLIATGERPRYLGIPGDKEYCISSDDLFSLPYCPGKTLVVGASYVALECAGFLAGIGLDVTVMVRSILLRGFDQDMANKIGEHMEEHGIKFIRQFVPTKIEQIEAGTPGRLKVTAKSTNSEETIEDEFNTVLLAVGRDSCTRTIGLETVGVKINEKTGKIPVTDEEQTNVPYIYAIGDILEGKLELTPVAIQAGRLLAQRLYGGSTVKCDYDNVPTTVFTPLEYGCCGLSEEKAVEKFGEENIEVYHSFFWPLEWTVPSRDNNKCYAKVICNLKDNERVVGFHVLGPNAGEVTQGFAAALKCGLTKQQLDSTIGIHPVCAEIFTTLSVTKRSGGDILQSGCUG
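Rat TrxR1 (90 nM in the dispensed reagent) was pre-reduced with 400 uM NADPH for 5 min at room temperature, then incubated with compound for 15 min. After 400 uM selenite was added, NADPH fluorescence (Ex 340/Em 450 nm) was followed for 8 min.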
TrxR1 substrate: qHTS Assay for Substrates of Mammalian Selenoprotein Thioredoxin Reductase 1 (TrxR1): qHTS; Thioredoxin reductase 1, cytoplasmic (Rattus norvegicus), O89049; purified TrxR1 substrate turnover, NADPH consumption readout; Potency, µM (highest dose often 114 µM), without a hit: at the top dose activity change, negative = substrate turnover; 390,000 compounds, 0.01% hits; note: potency is the fitted concentration of half-maximal effect; % is set by controls: 0 for no effect and ±100 for the full control effect; nearly all actives have a fitted effect of over 50% in size
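Rat TrxR1, dispensed at 90 nM, was prereduced with 400 uM NADPH (final) for 5 min at ~22 deg C, then incubated with compound 15 min before 400 uM selenite. A first-read NADPH fluorescence drop versus no-compound background flagged substrates.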
RGS4 inhibitor: Inhibitors of Regulator of G Protein Signaling (RGS) 4: qHTS | Regulator of G-protein signaling 4 (Homo sapiens), P49798 | Transcreener GDP fluorescence polarization, RGS4-accelerated GTP hydrolysis | Potency, µM (series often up to 114 µM), for the others: top-dose activity change, negative = inhibition, usual class: inhibitors | 390,000 compounds, 0.039% hits | AID 504845, 2011; note: potency is the fitted concentration of half-maximal effect; % is set by controls: 0 for no effect and ±100 for the full control effect; nearly all actives have a fitted effect of over 75% in size; some results filed as inactive show a strong effect at the top dose
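MLSMR compounds (23 nl, pin-transferred) preincubated 10 min at room temperature with a 500nM (2x) first reagent, then RGS4 at 900nM (2x) plus Transcreener GDP mix added; fluorescence polarization (620/688 nm) read before and after 90 min at 30 °C.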
LDHA inh: qHTS assay for inhibitors of human lactate dehydrogenase. L-lactate dehydrogenase A chain (Homo sapiens), P00338. purified LDHA, NADH/diaphorase-resazurin fluorescence; hits give low values. activity change, % (values are at about 110 or 230 µM). 480,000 compounds, 0.15% hits. AID 1347041, 2019; in the data active = activity change below about -30%; inconclusive = mostly about -25% to -30%;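 note: plate controls were DMSO wells for no effect and wells without enzyme for full effect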
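LDH5 2 nM; NADH 0.06 mM, pyruvate 0.2 mM; 200 mM Tris pH 7.4, EDTA, Tween-20; 5 min RT. Detection: diaphorase 0.133 mg/mL + resazurin 37 µM, fluorescence ex540/em590 at 0 and 20 min; normalized to enzyme-free and DMSO wells.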
GRP78 ERSR act: qHTS for Inducers of the Endoplasmic Reticulum Stress Response (ERSR) in Human Glioma: qHTS. U87-MG GRP78 promoter luciferase reporter, 16 h. Potency, µM, for the others: at the top dose activation, most hits filed as activators. 420,000 compounds, 0.02% hits; note: potency is the fitted concentration of half-maximal effect; series mostly up to about 76 µM; % of control where 0% means no effect; nearly all actives have a fitted effect of over 35% in size
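ERSR induction read as luciferase luminescence (Bright-Glo, 10 min at room temperature) in stably transfected human U87-MG glioma cells exposed to compounds for 16 h, using GRP78 as sensor.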
USP1-UAF1 inh: Inhibitors of USP1/UAF1: Primary Screen. Ubiquitin carboxyl-terminal hydrolase 1 (Homo sapiens), O94782. recombinant USP1/UAF1, Ub-Rhodamine cleavage fluorescence. Potency, µM (top dose mostly 57.1 µM), inactives show at the highest dose activity change, negative = inhibition, usual class: inhibitors. 390,000 compounds, 0.23% hits; note: potency is the fitted concentration of half-maximal effect; % is set by controls: 0 for no effect and ±100 for the full control effect; nearly all actives have a fitted effect of over 60% in size; inactives centre near -12
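USP1/UAF1 complex at 1 nM was preincubated with compound for 15 min at room temperature, then Ub-Rho substrate (150nM final) was added. Fluorescence (480/540 nm) was read kinetically, 6 reads every 60 seconds.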
Vif-A3F inh: qHTS for Inhibitors of Vif-A3F Interactions: qHTS | HeLa A3F-eYFP + Vif (tagged APOBEC3F with the HIV-1 protein that degrades it), YFP fluorescence increase | Potency, µM (doses to about 46.1 µM), for inactives: top-dose activity, negative = active | 390,000 compounds, 0.2% hits | AID 602313, 2012; note: potency is the fitted concentration of half-maximal effect; % of control where 0% means no effect; nearly all actives have a fitted effect of over 65% in size
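Fluorescence increase (Ex 488/Em 500-530) after overnight compound treatment at 37 deg C flags inhibition of Vif-driven A3F-eYFP loss in stable HeLa A3F-eYFP/Vif cells seeded overnight beforehand.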
Vif-APOBEC3G blk: qHTS for Inhibitors of Vif-A3G Interactions: qHTS; DNA dC->dU-editing enzyme APOBEC-3G (Homo sapiens), Q9HC16; HeLa A3G-eYFP + Vif (tagged APOBEC3G with the HIV-1 protein that degrades it), YFP fluorescence, overnight; Potency, µM (highest dose often 46.1 µM), for the others: at the top dose activity, negative = active, most hits filed as inhibitors; 410,000 compounds, 0.076% hits;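 note: potency is the fitted concentration of half-maximal effect; % is set by controls: 0 for no effect and ±100 for the full control effect; nearly all actives have a fitted effect of over 60% in size; hits raise eYFP signal because A3G escapes Vif-driven loss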
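Read-out is eYFP fluorescence (Ex 488/Em 500-530) from Vif-expressing HeLa A3G-eYFP cells; more signal means A3G escaped Vif-mediated degradation. Cells plated overnight, compound pinned in, incubated overnight at 37 deg C.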
Numbers without * were called inactive; ? = inconclusive; [ ] = remark or other dose. Unless noted, calls come from the whole dose curve; as a rule, active = well fitted curve in the direction sought with a large enough effect; inconclusive = small, poorly fitted or top-dose-only effect, or another doubt; inactive = no such curve, though single readings can be large; an effect the other way counts as inactive or inconclusive.

item	mol	Vif-APOBEC3G blk	USP1-UAF1 inh	Vif-A3F inh	RGS4 inhibitor	TrxR1 substrate	GRP78 ERSR act	LDHA inh	rTrxR1 inhibitor	IDH1 R132H inh
1	CN(C)/C(CN1CCCCC1)=C1\N=C(c2ccccc2)OC1=O	2%	-6%	1%	-16%	3%	-7%	-3	18%	8%
2	C/C=C(\CS(=O)(=O)c1ccccc1)S(=O)(=O)c1ccccc1	?	-13%	-16%	1%	22%[57.1 µM]	-9%	-1	3%[57.1 µM]	4%
3	O=C(O)CCCC(=O)Nc1nc2n(n1)C(c1ccc(F)cc1)CC(c1ccc(Cl)cc1)N2 (stereo not given)	0%	-15%	-1%	-15%	-2%	-3%	1	?	1%
4	CC(C)CNc1ncnc2[nH]ncc12	-1%	-11%	-3%	-13%	12%	-1%	3	15%	10%
5	CCc1ccccc1NC(=O)CSc1n[nH]c(C)c1[N+](=O)[O-]	0%	-4%	-3%	-42%	-11%	-1%	1	-15%	5%
6	Cc1cnc(C(=O)OC(C(=O)Nc2cc(C(F)(F)F)ccc2Cl)c2ccccc2)cn1 (stereo not given)	0%	-8%	-1%	17%	-8%	-3%	-3	-2%	-5%
7	COc1ccccc1OCCNC(=O)c1ccco1	-5%	-21%	1%	-12%	2%	-2%	-1	4%	0%
8	COc1cccc(C(=O)OCC(=O)NC(=O)NC2CCCC2)c1O	1%	-5%	-11%	-17%	2%	-3%	9	9%[57.1 µM]	6%
9	CCN(CC)C(=O)c1ccc(NS(=O)(=O)c2ccccc2)cc1	-1%	-18%	7%	-35%	7%	-3%	-2	12%	6%
10	CC1CN(C(=O)c2cccc(S(=O)(=O)N3CCN(c4ccccc4)CC3)c2)CC(C)O1 (stereo not given)	-3%	-14%	0%	-35%	-8%	-4%	-4	-6%	3%
11	COC(=O)[C@H](CC(C)C)NC(=O)NCCCc1ccccc1	0%	-20%	1%	18%	-9%	-2%	-3	-8%	-6%
12	CCN(c1ccccc1)S(=O)(=O)c1ccc(C(=O)NCc2ccco2)cc1	-1%	-20%	3%	-17%	-5%	2%	-2	3%	-11%
13	O=C(O)/C=C/C(=O)Nc1ccc(OC(F)F)cc1	2%	-20%	0%	-7%	0%	-3%	1	14%	8%
14	COc1ccccc1C(=O)NC(=O)COC(=O)c1cc[n+]([O-])cc1	1%	-11%	-3%	-24%	-4%	-3%	1	-10%	1%
15	COc1ccc(CCNC(=O)CC2SC(=NCc3ccccc3OC)NC2=O)cc1 (stereo not given)	-6%	3%	2%	31%	4%	1%	-6	39%[activator]	0%
16	COc1ccc(OC)c(Nc2ncnc3ccccc23)c1	0%	3%	5%	30%	-10%	0%	3	4%	2%
17	COc1ccc(CNC(=O)CSc2nc3ccsc3c(=O)n2Cc2ccccc2Cl)cc1	5%	-11%	3%	17%	-7%	1%	-9	-2%	-10%
18	Cc1ccccc1C(=O)Oc1c(Sc2ccccc2)c(C)nn1C(C)(C)C	0%	-23%	-2%	-8%	7%[2.29 µM]	-4%	-3	21%	-18%
19	Cc1[nH]n(C(N)=S)c(=O)c1C(c1ccccc1)C(C#N)C#N (stereo not given)	1%	-19%	1%	?	2%	3%	1	?	6%
20	COc1ccc(Nc2nc3ccc(Cl)cc3n3nnnc23)cc1OC	-9%	9%	?	-22%	1%	-1%	1	-1%	8%
21	COc1ccc(C(=O)Nn2cnnc2)cc1OC	3%	-3%	11%	20%	-1%	-2%	-2	21%	-5%
22	COc1ccccc1N1CCN(C(=O)C(Sc2ccccc2)c2ccccc2)CC1 (stereo not given)	-10%	-25%	2%	-26%	-2%	-6%	0	6%	8%
23	CCCN(CC(=O)Nc1cc(Cl)ccc1Cl)C(=O)c1ccccn1	0%	-11%	-12%	3%	1%	-3%	-1	-2%	3%
24	CC(Oc1ccccc1)C(=O)Nc1ccc(C(N)=O)cc1 (stereo not given)	2%	-12%	1%	6%	8%	0%	2	18%	13%
25	Nc1nccc(-c2cccs2)n1	1%	-16%	4%	-2%	9%[57.1 µM]	-5%	-5	15%[57.1 µM]	2%
26	Cc1ccc(NC(=O)CN2C(=O)COc3ccc(S(=O)(=O)Nc4ccccc4)cc32)c(C)c1	0%	-18%	7%	14%	-4%	-1%	3	16%	-7%
27	COc1ccc(-n2nc3c(N4CCC(C(=O)NCc5cccc(C)c5)CC4)nnc(C)c3c2C)cc1	?	-6%	-13%	23%	5%	-1%	-3	31%	3%
28	CCCCC(=O)NC1(C(F)(F)F)NC(=O)N(Cc2ccccc2)C1=O (stereo not given)	-3%	-5%	-1%	2%	7%[57.1 µM]	0%	1	9%[57.1 µM]	3%
29	CC(=O)N1CCC(=NNC(=O)CSc2cc(C)c(Br)cc2C)CC1	1%	-13%	-2%	0%	-8%	-4%	-2	-3%	12%
30	OC1(CNCc2ccccc2)C2CC3CC(C2)CC1C3 (stereo not given)	1%	4%	-2%	10%	4%[57.1 µM]	-4%	-5	6%[57.1 µM]	-1%
31	N/C(=N\OC(=O)CCCOc1ccccc1)c1ccccc1	2%	-11%	-7%	13%[11.4 µM]	2%	2%	-1	12%	3%
32	O=C(C1=NN[C@@H]2C(=O)N(c3ccccc3C(F)(F)F)C(=O)[C@H]12)c1cnccn1	-1%	-16%	-14%	-11%	-11%	-4%	-1	-14%	0%
33	Cc1[nH]c2ccccc2c1SCc1nnc(SCc2ccc(Cl)cc2)n1C	3%	-17%	-6%	13%	-4%	-7%	0	1%	-2%
34	CC(Oc1ccc(Br)cc1)C(=O)Nc1cc(S(=O)(=O)N2CCOCC2)ccc1N1CCCC1 (stereo not given)	1%	-16%	-13%	9%	-2%[57.1 µM]	-3%	-6	8%[57.1 µM]	-4%
35	Cc1nc(C)n(C(Oc2ccc(Cl)cc2Cl)C(=O)C(C)(C)C)n1 (stereo not given)	-2%	-17%	5%	9%	5%[57.1 µM]	0%	-1	27%[57.1 µM]	3%
36	O=C(C1=C[C@@H](c2ccc(C(F)(F)F)cc2)C[C@@H](OCCCCO)O1)N1CCN(Cc2ccccc2)CC1	1%	-21%	-28%	-1%	-2%	-2%	1	-14%	3%
37	O=C(Cc1nc(-c2cnccn2)no1)NNC(=O)Nc1ccccc1	0%	-11%	0%	-1%	3%[57.1 µM]	-4%	-5	-1%[57.1 µM]	18%

Exported with two lines to a compound: eight of the compounds above
Results follow in this order: Vif-APOBEC3G blk	USP1-UAF1 inh	Vif-A3F inh	RGS4 inhibitor	TrxR1 substrate	GRP78 ERSR act	LDHA inh	rTrxR1 inhibitor	IDH1 R132H inh
[30] OC1(CNCc2ccccc2)C2CC3CC(C2)CC1C3 (stereo not given)
→ 1%	4%	-2%	10%	4%[57.1 µM]	-4%	-5	6%[57.1 µM]	-1%
[31] N/C(=N\OC(=O)CCCOc1ccccc1)c1ccccc1
→ 2%	-11%	-7%	13%[11.4 µM]	2%	2%	-1	12%	3%
[32] O=C(C1=NN[C@@H]2C(=O)N(c3ccccc3C(F)(F)F)C(=O)[C@H]12)c1cnccn1
→ -1%	-16%	-14%	-11%	-11%	-4%	-1	-14%	0%
[33] Cc1[nH]c2ccccc2c1SCc1nnc(SCc2ccc(Cl)cc2)n1C
→ 3%	-17%	-6%	13%	-4%	-7%	0	1%	-2%
[34] CC(Oc1ccc(Br)cc1)C(=O)Nc1cc(S(=O)(=O)N2CCOCC2)ccc1N1CCCC1 (stereo not given)
→ 1%	-16%	-13%	9%	-2%[57.1 µM]	-3%	-6	8%[57.1 µM]	-4%
[35] Cc1nc(C)n(C(Oc2ccc(Cl)cc2Cl)C(=O)C(C)(C)C)n1 (stereo not given)
→ -2%	-17%	5%	9%	5%[57.1 µM]	0%	-1	27%[57.1 µM]	3%
[36] O=C(C1=C[C@@H](c2ccc(C(F)(F)F)cc2)C[C@@H](OCCCCO)O1)N1CCN(Cc2ccccc2)CC1
→ 1%	-21%	-28%	-1%	-2%	-2%	1	-14%	3%
[37] O=C(Cc1nc(-c2cnccn2)no1)NNC(=O)Nc1ccccc1
→ 0%	-11%	0%	-1%	3%[57.1 µM]	-4%	-5	-1%[57.1 µM]	18%

This is a subset; count on the stated rates, not on these rows.
